Bioassay records from PubChem.
DDE Tn6 FP inh: DD(E)-Tn6 binding inhibition, primary FP screen | P02675 | AID 720509 | 0.21% of 370,000 active | Fibrin DD(E) TRITC-Tn6 fluorescence polarization displacement | inhibition, % at 8.3 µM;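 active = inhibition above a per-campaign cutoff: mean of compounds within control limits plus 3 SD, cut at about 15% in these data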;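 note: 0% = median of all compound wells on the plate and 100% = blocking peptide control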
KLK7 zymogen act: activators of human kallikrein-7 zymogen. P49862. purified proKLK7, EDANS-DABCYL substrate fluorescence; 100% is mature enzyme control, 0% vehicle. activation, % at 7 µM. 0.9% of 370,000 active. AID 652039;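 active = activation above the mean of all tested compounds plus 3 SD, computed per campaign excluding outliers beyond control limits, cut at about 13% in these data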
Target sequence (P49862 whole entry, looked up): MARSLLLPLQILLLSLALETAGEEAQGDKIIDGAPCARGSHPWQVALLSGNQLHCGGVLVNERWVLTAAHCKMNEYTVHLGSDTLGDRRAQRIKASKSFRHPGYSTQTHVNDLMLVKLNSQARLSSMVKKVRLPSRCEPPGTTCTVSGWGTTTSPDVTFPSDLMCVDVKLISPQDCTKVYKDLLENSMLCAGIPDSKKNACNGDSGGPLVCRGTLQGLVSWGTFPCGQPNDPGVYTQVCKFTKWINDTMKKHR
ASAP1 inh: ASAP1 ArfGAP inhibition. Q9ULH1. 0.19% of 360,000 active. ASAP1-stimulated ARF1 GTP hydrolysis, GDP FP detection. inhibition, % at 16.5 µM; in the data active = inhibition above about 25%;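 note: 0% = vehicle with enzyme and substrate and 100% = no enzyme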
DDE Tn7 FP inh: disrupts Tn7 cyclic peptide binding to fibrin D-Dimer-E complex; P02675; FP displacement of FITC-Tn7 peptide from fibrin DD(E); 0% = median of compound wells per plate; inhibition, % at 8.3 µM; 0.13% of 370,000 active; AID 720508;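 active = inhibition above the mean of compounds falling within the control limits plus 3 SD of them, cut at about 14% in these data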;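 note: 0% = plate median of compound wells and 100% = 10 µM Aha-Tn7 peptide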
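Assay system: human fibrin DD(E) protein / Input: 2 µM fibrin DD(E) / Benchmarks: high control of 10 µM Aha-Tn7 peptide / Measured by: fluorescence polarization of the labelled Tn7 tracer / Medium: Tris buffer with calcium and detergent, pH 7.8 / Timing: 10 min compound pre-incubation, 3 h probe incubation at room temperature / Repeats: one replicate per compound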
ADAM17 inh: inhibitors of human ADAM17. P78536. inhibition, % at 6.95 µM. 0.83% of 370,000 active. recombinant ADAM17, EDANS/DABCYL FRET peptide cleavage. AID 720648;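 active = inhibition above the mean of compounds lying between control limits plus 3 SD, set per campaign, cut at about 8.5% in these data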;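 note: 0% = DMSO-only wells as the low control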
ADAM10 inh: inhibitors of human ADAM10. O14672. recombinant ADAM10, EDANS/DABCYL FRET peptide cleavage, 3 h. inhibition, % at 7 µM. 0.62% of 370,000 active;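 active = inhibition above a per-campaign cutoff equal to the mean of compounds falling between control-based bounds plus 3 SD, cut at about 20% in these data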;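 note: 0% = DMSO wells while the 100% control is not disclosed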
LEDGF integ inh: blocks HIV-1 LEDGF/p75-dependent DNA integration. TR-FRET IN-LEDGF/p75 DNA integration, Eu/Cy5. inhibition, % at 3.7 µM. 0.64% of 370,000 active. AID 743269;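 active = inhibition above the screen-wide mean plus 3 SD, cut at about 13% in these data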;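 note: signal is the Cy5 over europium emission ratio at 671 and 618 nm; 0% = plate median of compound wells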
ARFGAP1 inh: inhibits rat ARF GTPase activating protein 1. Q62848. Arfgap1-stimulated ARF1 GTP hydrolysis, GDP FP detection. inhibition, % at 16.5 µM. 0.26% of 360,000 active;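 active = inhibition above a per-plate limit, mean inhibition of low control wells plus 3 SD, cut at about 25% in these data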;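 note: 0% = DMSO wells with enzyme and 100% = wells lacking Arfgap1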
Target sequence (Q62848 1-136 limits assumed): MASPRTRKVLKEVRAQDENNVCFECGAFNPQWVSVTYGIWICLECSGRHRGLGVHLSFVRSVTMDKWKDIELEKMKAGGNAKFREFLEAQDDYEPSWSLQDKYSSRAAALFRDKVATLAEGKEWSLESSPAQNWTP
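Material: rat Arfgap1 GAP domain (His6, aa 1-136), purified enzyme. Also added: human ARF1(Δ1-17)-GTP substrate. Compound dosing: 16.5 µM single point, 1.26% DMSO. Timing: enzyme reaction 120 min at 25 °C after 20 min preincubation. Signal: GDP detection by fluorescence polarization. Read-out basis: percent inhibition of GAP-stimulated GDP formation, scaled between DMSO and no-Arfgap1 medians.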
PLCg1 inh: inhibitors of human phospholipase C gamma1 | P19174 | purified PLC-gamma1, fluorogenic substrate, fluorescence | inhibition, % at 12.2 µM | 0.84% of 370,000 active | AID 720700; in the data active = inhibition above about 9.5%
TDP2 inh: blocks human TDP2 phosphodiesterase activity; recombinant TDP2, T5PNP hydrolysis, p-nitrophenol absorbance 415 nm; inhibition, % at 12.8 µM; 0.34% of 370,000 active;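 active = inhibition above the mean of all tested compounds plus 3 SD, set per campaign, cut at about 25% in these data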;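 note: 0% = DMSO with enzyme and 100% = buffer with substrate but no TDP2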
Target sequence (O95551 whole entry, looked up): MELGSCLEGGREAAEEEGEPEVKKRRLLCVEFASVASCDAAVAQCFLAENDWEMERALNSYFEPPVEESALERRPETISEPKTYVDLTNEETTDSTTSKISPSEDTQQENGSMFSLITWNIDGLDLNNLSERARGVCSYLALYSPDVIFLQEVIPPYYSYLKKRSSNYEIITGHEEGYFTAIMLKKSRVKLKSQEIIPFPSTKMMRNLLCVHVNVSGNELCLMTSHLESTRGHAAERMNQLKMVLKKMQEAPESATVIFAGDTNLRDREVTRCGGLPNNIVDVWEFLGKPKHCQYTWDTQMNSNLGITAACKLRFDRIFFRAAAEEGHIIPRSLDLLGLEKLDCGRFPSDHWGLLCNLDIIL
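Assay system: Recombinant human TDP2 | Quantity: 120 nM TDP2 per well | Incubation: 2 h at 37 °C | Signal: Epi absorbance | Evaluation: Percent inhibition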
* hit, by the source's call. The order is random; about 4.2% have a hit in one of these screens.

DDE Tn6 FP inh,KLK7 zymogen act,ASAP1 inh,DDE Tn7 FP inh,ADAM17 inh,ADAM10 inh,LEDGF integ inh,ARFGAP1 inh,PLCg1 inh,TDP2 inh,smiles
-10,-0.3,0,-7,-2,-6,-2,-2,-6,10,O=C(NCC1CCCO1)C1CCN(c2ccc(S(=O)(=O)N3CCCC3)cc2)CC1 (centres undefined)
-3,0.3,5,4,-2,5,1,-4,7,0,CC(=O)c1ccc(NC(=O)c2noc(C)c2[N+](=O)[O-])cc1
4,0.3,7,3,0,2,-1,-3,2,8,CCOC(=O)C1=C(C)N(Cc2ccccc2)C(=O)NC1c1ccc(OC)cc1 (centres undefined)
-2,-0.4,-2,-4,1,-1,2,1,2,-9,COc1ccc(C(CNC(=O)COc2ccc([N+](=O)[O-])cc2)N2CCCCC2)cc1 (centres undefined)
-9,-0.3,4,-7,-20,-66,0,-2,-7,4,CCCCn1c(-c2ccc(OC)cc2)nc2c(=O)n(C)c(=O)[nH]c21
-3,0.8,-1,-4,-2,-4,-2,11,2,-5,COc1cc(NC(=S)NC(C)=O)ccc1NC(=O)C(C)C
-1,-0.2,9,-5,-3,5,-2,-5,2,10,c1ccc(CO/N=C(\c2ccc(C3CC3)nc2)C2CC2)cc1
6,0.1,-1,1,3,-8,-1,15,4,-1,Cc1c(N=O)c(-c2ccccc2)n(O)[n+]1[O-]
-3,0.1,-7,-4,-2,-2,-1,15,0,-9,CN(C)S(=O)(=O)c1cccc(C(=O)N2CCN(Cc3ccccc3)CC2)c1
-2,0.3,0,0,2,4,3,-6,0,0,CC(=O)Nc1cc(C(=O)N2CCN(C)CC2)ccc1Sc1ccc(C)cc1
1,0.7,-8,-4,-9,-20,1,-10,-8,0,CCCCN(C(=O)c1cc2c(s1)CCC2)c1c(N)n(CC(C)C)c(=O)[nH]c1=O
2,0.4,1,-2,0,0,-5,-3,-1,-4,COc1ccc(NC(=O)c2cc(C3CCCCN3C(=O)Cc3ccc(N(C)C)cc3)on2)c(C)c1 (centres undefined)

Grouped by structure, the entries above with a carbonyl joined to an NH by a bond outside any ring.
DDE Tn6 FP inh,KLK7 zymogen act,ASAP1 inh,DDE Tn7 FP inh,ADAM17 inh,ADAM10 inh,LEDGF integ inh,ARFGAP1 inh,PLCg1 inh,TDP2 inh,smiles
-10,-0.3,0,-7,-2,-6,-2,-2,-6,10,O=C(NCC1CCCO1)C1CCN(c2ccc(S(=O)(=O)N3CCCC3)cc2)CC1 (centres undefined)
-3,0.3,5,4,-2,5,1,-4,7,0,CC(=O)c1ccc(NC(=O)c2noc(C)c2[N+](=O)[O-])cc1
-2,-0.4,-2,-4,1,-1,2,1,2,-9,COc1ccc(C(CNC(=O)COc2ccc([N+](=O)[O-])cc2)N2CCCCC2)cc1 (centres undefined)
-3,0.8,-1,-4,-2,-4,-2,11,2,-5,COc1cc(NC(=S)NC(C)=O)ccc1NC(=O)C(C)C
-2,0.3,0,0,2,4,3,-6,0,0,CC(=O)Nc1cc(C(=O)N2CCN(C)CC2)ccc1Sc1ccc(C)cc1
2,0.4,1,-2,0,0,-5,-3,-1,-4,COc1ccc(NC(=O)c2cc(C3CCCCN3C(=O)Cc3ccc(N(C)C)cc3)on2)c(C)c1 (centres undefined)

(more compounds)
DDE Tn6 FP inh,KLK7 zymogen act,ASAP1 inh,DDE Tn7 FP inh,ADAM17 inh,ADAM10 inh,LEDGF integ inh,ARFGAP1 inh,PLCg1 inh,TDP2 inh,smiles
3,-0.5,1,1,3,1,10,4,2,-2,CCCCc1c(Cc2ccccc2)ncn1CCc1ccccc1OC
3,0.3,1,-4,0,6,1,-3,-2,-4,N#Cc1ccccc1OCC(=O)Nc1ccc(N2CCOCC2)cc1N1CCOCC1
-8,0.1,1,3,-3,-7,-2,2,0,5,O=NC1=C(c2c(O)[nH]c3ccccc23)CCCC1
5,-0.2,-1,5,-3,4,-1,-8,0,-6,CCn1c(=O)c(C(=O)NCc2ccccc2Cl)c(O)c2ccccc21
1,0.6,1,2,-2,-5,-2,0,1,-7,CCN(CC)C(=O)c1cccc(-c2csc(C(C)(O)c3ccccc3)n2)c1 (centres undefined)
-8,0.5,3,-1,-7,-3,-4,16,1,2,CC(=O)Nc1ccc(NC(=O)C2CCCN2C(=O)Nc2ccc(F)c([N+](=O)[O-])c2)cc1 (centres undefined)
-4,0.4,-1,4,-2,-10,-3,2,-1,6,CC1(C(=O)Nc2ccc3c(c2)OCCO3)CN(S(C)(=O)=O)CC(=O)N1CCCn1ccnc1 (centres undefined)
-12,1.0,4,-2,-1,-4,0,-9,-5,-2,Cc1ccc2[nH]c(C)c(CCNC(=O)C3CCCCC3C(=O)OCC(F)(F)F)c2c1 (centres undefined)
-12,0.4,-11,6,5,2,0,4,3,-10,CCOc1cc(C(=S)N2CCCC2)ccc1OCC(=O)Nc1c(C)cc(C)cc1C
-11,0.9,-1,4,2,0,4,3,0,3,CC(Sc1nnc(-c2ccc(C(C)(C)C)cc2)n1C)C(N)=O (centres undefined)
5,-0.4,-12,-10,-91,-259,19*,6,-78,-6,Nc1ccc(Nc2ccccc2)c(S(=O)(=O)O)c1
3,-0.7,9,-3,-37,-116,-2,11,-10,-1,Cc1nc2scc(C)n2c(=O)c1S(=O)(=O)NCc1ccccc1Cl
-5,0.9,6,-2,-1,3,-8,-2,-4,-9,O=C1CCC(=O)N1CC(=O)N(c1ccccc1)c1ccccc1
1,0.0,10,6,-4,2,-2,-1,-2,0,CC1CN(C(=O)NCc2ccccc2)c2cc(Cl)ccc2O1 (centres undefined)
-3,0.1,0,10,1,4,5,-5,0,14,O=C(O)CN1C(=O)/C(=C\c2cc([N+](=O)[O-])ccc2OCc2ccccc2Cl)SC1=S
0,0.1,1,-2,-2,-7,9,-8,2,-3,COc1ccc(CN2C(=O)c3cccnc3C2O)cc1 (centres undefined)
-7,-0.8,-1,-2,-7,-39,-5,-2,-18,-5,CCN(CC)S(=O)(=O)c1ccc2[nH]c(=O)cc(C(=O)NCC(c3ccco3)N3CCCC3)c2c1 (centres undefined)
0,0.3,-1,-4,-5,-5,-1,2,0,-6,O=C(NCCN1CCOCC1)c1cccc(S(=O)(=O)Nc2ccc(Br)cc2)c1
7,0.2,-2,0,-1,4,1,-2,1,4,Cc1cc(S(=O)(=O)NCC(=O)O)ccc1F
3,0.1,11,-3,2,2,1,3,3,2,COc1cccc(NC(=O)C2CCC2)c1
-2,-0.6,7,-8,1,8,2,2,15*,-6,CC(=O)Nc1cccc(-c2nnc3n2CC(C)S3)c1 (centres undefined)
-2,0.2,0,-2,-1,-1,6,10,3,15,COCCN(CCOC)S(=O)(=O)c1ccc(Cl)nc1
4,0.3,7,-2,-2,1,-2,-3,-1,3,COc1ccccc1N(CC(=O)Nc1ccc(F)c(F)c1)S(C)(=O)=O
-4,0.4,2,2,-6,-4,-2,8,-1,3,O=C(CN1CCN(S(=O)(=O)c2ccc(F)cc2)CC1)NC1CCCC1
-5,0.6,-11,-5,-5,-2,-2,-3,-1,3,CCCCC(=O)/C=C/n1c(=S)oc2ccccc21
-1,0.2,-8,-7,-1,1,0,4,-9,-8,CCN(Cc1ccncc1)C(=O)c1ccccc1NS(=O)(=O)c1ccc(F)cc1
-4,-0.4,1,10,-5,-3,3,-6,2,10,Cc1nnc(SCC(=O)Nc2nc3ccccc3s2)n(N)c1=O
3,-0.5,-14,0,-2,4,-2,-8,2,7,COCCNC(=O)c1ccccc1-c1ccccc1C(=O)O
3,0.3,-9,5,-4,-10,-7,4,0,2,Cc1cccc(NC(=O)CN2CCSc3ccccc32)c1
-3,-1.0,-2,-2,0,-13,0,-2,-1,7,CCc1noc(C)c1C(=O)Nc1cc(S(=O)(=O)N2CCCCC2)ccc1N(C)C
2,0.1,10,5,-13,-57,2,10,-1,-4,Cc1cc(=O)oc2cc(OCC(=O)NC(Cc3c[nH]c4ccc(O)cc34)C(=O)O)c(Cl)cc12 (centres undefined)
6,1.1,-5,2,-10,-64,0,3,-2,7,CCCc1cc(=O)oc2cc(OC(C)C(=O)NCc3ccccn3)c(Cl)cc12 (centres undefined)
-3,-0.2,-4,-10,3,7,-1,-2,1,-4,CC(=O)c1cccc(NC(=O)c2ccc3c(c2)CCCC3)c1
-2,-0.1,1,0,12*,13,6,-7,4,-21,Cc1cc(S(=O)(=O)N2CCC3(CC2)OCCN3S(=O)(=O)c2cccs2)ccc1F
0,0.4,-8,-8,-1,-9,1,7,-1,8,COc1cc(CO)ccc1Oc1nc2ccccc2n2cnnc12
-1,1.4,0,4,4,-9,2,2,3,-16,COc1ccc(OCCN2CCN(S(=O)(=O)c3ccccc3C(F)(F)F)CC2)cc1
10,0.1,8,4,4,-2,4,-4,5,-2,CCOC(=O)C(C)/C(C)=N\Nc1ccc([N+](=O)[O-])cc1[N+](=O)[O-] (centres undefined)
3,-0.8,-8,1,2,-2,0,-4,1,-5,Cc1cccc(NC(=O)CNC(=O)N2CC(=O)Nc3ccccc32)c1C
0,-0.3,-6,-7,1,-5,0,13,1,4,CC(C)(C)NC(=O)C(c1ccccc1)N(Cc1cccs1)C(=O)c1csnn1 (centres undefined)
